Compound activity deposited in PubChem by several laboratories.
MC4R barr agon: activates human MC4R beta-arrestin recruitment. P32245. U2OS MC4R beta-arrestin complementation, luminescence; percent of melanotan II response, DMSO zero. activation, % at 8.9 µM. actives 0.98% (n = 360,000);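 active = activation above a per-plate cutoff, the mean activation of sample wells on that plate plus 3 SD, cut at about 8% in these data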
Target sequence (P32245 whole entry, looked up): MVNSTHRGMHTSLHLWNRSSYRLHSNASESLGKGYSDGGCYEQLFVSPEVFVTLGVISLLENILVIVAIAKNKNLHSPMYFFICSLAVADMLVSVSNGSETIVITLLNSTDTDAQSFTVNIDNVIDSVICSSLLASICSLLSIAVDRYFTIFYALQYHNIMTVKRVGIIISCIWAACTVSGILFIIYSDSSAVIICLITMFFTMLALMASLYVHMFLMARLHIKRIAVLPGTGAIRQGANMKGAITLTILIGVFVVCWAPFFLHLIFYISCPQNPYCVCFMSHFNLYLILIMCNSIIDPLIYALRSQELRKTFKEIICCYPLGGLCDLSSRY
MC4R antag cAMP: blocks human MC4R cAMP signaling. inhibition, % at 6.5 µM. MC4R-expressing cells, MTII-stimulated cAMP, LANCE TR-FRET. AID 540295. actives 0.48% (n = 360,000). P32245;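 active = inhibition above its plate's cutoff, the mean of tested wells on that plate plus 3 SD, cut at about 29% in these data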;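 also: 0% = Melanotan II alone and 100% = Melanotan II plus saturating MCL0020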
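Assay system: U2OS-MC4R stable cell line; Also added: Melanotan II; Technique: Eu-cAMP/anti-cAMP TR-FRET, emission 671 nm; Times: 30-min compound, 1-h challenge, 1-h detection, room temperature.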
N-glyco inh: N-linked glycosylation inhibition. AID 588692. D54 ERlucT glycosylation luciferase reporter, 24 h; percent of 100 nM tunicamycin response. actives 0.23% (n = 360,000). reporter increase, % at 12.5 µM;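 active = mean luciferase reporter signal, scaled so untreated is 0 and the glycosylation-blocking control 100, at or above a set limit in every replicate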;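 also: luciferase carries N-glycosylation sites so blocking glycosylation raises the light; 0% = median of neutral control wells and 100% = median of 100 nM tunicamycin wells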
aDG glyco act: alpha-DG glycosylation activation; Pro5-aDG cells, alpha-DG glycosylation AlphaScreen (IIH6); 0% Pro5, 100% B10-LARGE cell signal; activation, % at 10 µM; actives 0.22% (n = 360,000);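 active = activation of at least 8% versus controls, or a plate z-score of at least 8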;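 also: Pro5 are CHO cells carrying HIG-tagged alpha-DG that lacks glycosylation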
HTR2A ag: mouse HTR2A agonism via beta-arrestin recruitment; CHO-K1 mHTR2A beta-arrestin complementation, luminescence; percent of 30 µM serotonin response; activation, % at 7.6 µM; actives 0.66% (n = 360,000); AID 624169;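 active = activation above a run cutoff, the mean activation of all tested compounds plus 3 SD, cut at about 14% in these data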;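 also: 0% = plate median of compound wells and 100% = 30 µM serotonin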
Target sequence (P35363 whole entry, looked up): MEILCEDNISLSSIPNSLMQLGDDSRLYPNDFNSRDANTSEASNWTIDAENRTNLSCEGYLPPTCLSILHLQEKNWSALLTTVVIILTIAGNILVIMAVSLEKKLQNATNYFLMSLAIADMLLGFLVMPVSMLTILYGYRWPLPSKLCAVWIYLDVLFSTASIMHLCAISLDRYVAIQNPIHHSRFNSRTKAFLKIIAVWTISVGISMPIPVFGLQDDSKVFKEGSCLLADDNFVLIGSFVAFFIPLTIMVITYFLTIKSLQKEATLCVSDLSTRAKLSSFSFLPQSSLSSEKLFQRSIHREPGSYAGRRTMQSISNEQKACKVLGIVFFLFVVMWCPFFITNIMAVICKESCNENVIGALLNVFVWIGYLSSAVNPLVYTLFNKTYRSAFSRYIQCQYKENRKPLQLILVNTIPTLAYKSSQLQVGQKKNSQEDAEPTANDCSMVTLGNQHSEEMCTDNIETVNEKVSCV
Vif imaging: inhibitors of HIV Vif. HEK293T cells, Vif self-association by quenched fluorescence, imaging, 24 h. inhibition, % at 7.49 µM. actives 0.35% (n = 340,000); in the data active = inhibition above about 50%, passing the limit was not always enough; also: some results filed as inactive read as strong as hits
ABCB6 inh MLPCN: blocks the human ABCB6 transporter | Q9NP58 | K562-ABCB6 porphyrin accumulation, flow cytometry, 1 h; active compounds read low | fluorescence ratio to DMSO, % at 10 µM | actives 0.19% (n = 360,000);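 active = fluorescence ratio to DMSO below 75%, the collection mean minus 3 SD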;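 also: signal is porphyrin accumulated inside mitochondria; 100% equals median channel fluorescence of DMSO control wells; lower ratio means ABCB6 inhibition with less porphyrin fluorescence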
Cardio protect: myocardial damage modulation in H9c2 cells; AID 588492; H9c2 cardiomyocytes, H2O2 injury protection, ATPLite, 2 h; protection from H2O2 cell death, % at 20 µM; actives 0.63% (n = 360,000);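 active = compounds giving at least 50% protection of heart cells from peroxide-induced death in the single-dose screen, raw or plate-pattern-corrected value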;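 also: 0% = DMSO wells with peroxide and 100% = DMSO wells without peroxide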
CaV13 ICDI inh: Primary screen for inhibitors of IQ motif and Ca2+-dependent inactivation inhibitor domain binding in CACNA1D, Förster resonance energy transfer in living cells, …. AID 743397. actives 0.098% (n = 340,000). inhibition, % at 12.3 µM. HEK cells, CFP/YFP FRET ICDI-IQ, plate reader, 10 min; percent FRET-ratio fall versus neutral wells;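 active = mean replicate inhibition of at least 30% and at least 1% of replicates passing that level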;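 also: 0% = median of the neutral control wells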
PDI turbidity: inhibitors of human protein disulfide isomerase | actives 0.052% (n = 350,000) | PDI insulin aggregation turbidity, A650, 90 min | P07237 | inhibition, % at 10 µM;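 active = mean inhibition across replicates of 30% or more, whatever share of single replicates reach that level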;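 also: absorbance from insulin aggregation driven by PDI reduction with DTT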
* marks the source's active call; other numbers are inactive results; . = no result given. Rows are unselected; 3.6% or so of the library scored in one or more.

SMILES	MC4R barr agon	MC4R antag cAMP	N-glyco inh	aDG glyco act	HTR2A ag	Vif imaging	ABCB6 inh MLPCN	Cardio protect	CaV13 ICDI inh	PDI turbidity
COc1cc(/C=C2\SC(=S)N(Nc3ncc(C(F)(F)F)cc3Cl)C2=O)ccc1O	-4.4	4	-1	0.0	-8	2	667	-1	-5	4
N#Cc1cccc(NC(=O)COC(=O)CCc2nc3ccccc3c(=O)[nH]2)c1	2.0	8	2	0.0	0	-4	102	45	3	-3
O=C(C1=C(O)C(=O)N(CC2CCCO2)C1c1ccccc1Cl)c1ccco1 (configuration not stated)	0.7	-1	1	0.0	-3	5	101	-7	-5	-3
CC(=O)Nc1ccc(S(=O)(=O)NCCC(=O)NC(C)c2cccs2)cc1 (configuration not stated)	-4.1	6	-2	-0.3	0	-5	94	3	-7	2
CC1(C)SC(=S)N(c2ccccc2)C1/[N+]([O-])=C/c1cccc([N+](=O)[O-])c1 (configuration not stated)	-1.6	16	1	0.0	3	5	102	9	-15	-5
Cc1ccccc1-c1nsc(SCC(=O)NCc2ccc3c(c2)OCO3)n1	2.2	7	1	0.0	11	-3	93	0	-3	0
COc1cc(S(=O)(=O)NC2CCCC2)ccc1-n1cnnn1	1.0	0	1	0.0	-4	-2	101	4	-3	-1
N#CCn1c(CCl)nc2ccccc2c1=O	-0.1	10	-1	0.0	-1	-7	98	19	-4	0
COc1ccc(C(=O)OCC(=O)NC2CC2)cc1S(=O)(=O)Nc1ccc(C)cc1	1.6	-4	-1	0.1	-7	-2	92	5	-7	-5
COc1ccc(C2(c3ccc(OC)cc3)NC(=O)N(CC(=O)N(C)C3CCC(C)CC3)C2=O)cc1 (configuration not stated)	2.7	-2	-2	-0.3	-2	-21	97	-8	-6	-2
O=C(O)c1cc([N+](=O)[O-])ccc1Nc1ccccc1	-1.6	6	2	-0.4	2	5	103	6	-5	-6
C/C(=N\NC(=O)c1cccnc1)c1cc(C)oc1C	1.1	-5	3	-0.1	-2	23	98	-3	-4	6
CC(=NCCN1CCOCC1)C1=C(O)c2ccccc2C1=O	1.5	3	0	-0.3	6	-15	103	13	.	-1
Cc1ccc(N2CCN(C(=O)c3cc(COc4c(C)cccc4C)on3)CC2)c(C)c1	-3.0	6	0	0.0	3	11	99	-7	-6	7
COc1ccc(/C=N/NS(=O)(=O)c2ccc(F)cc2)cc1COc1cc(F)ccc1[N+](=O)[O-]	1.2	21	-1	0.7	-5	-2	99	-12	-4	2
CCN(CC)CCNC(=O)C1c2cc(OC)c(OC)cc2C(=O)N(C)C1c1cccs1 (configuration not stated)	-0.5	3	3	0.3	2	0	98	1	-6	-1
CCCCc1ccc(NC(=S)Nc2ccc(Nc3ccc(OC)cc3)cc2)cc1	2.2	-22	-4	-0.4	-1	0	90	-16	-3	-4
Cc1csc(NC(=O)c2cc3ccccc3o2)n1	0.4	6	-18	0.0	5	.	98	-25	-3	1
COc1ccc(NC(=O)CN2C(=O)NC3(CCCC3)C2=O)c(OC)c1	-1.0	3	1	0.1	-3	16	99	0	-3	9
O=S1(=O)CC(O)C(Nc2ccccc2Cl)C1 (configuration not stated)	0.9	0	.	0.0	0	.	107	-5	-3	-10
Cc1ccc(S(=O)(=O)N2CCN(C(=O)CSc3nnc(-c4ccco4)o3)CC2)cc1	-0.4	4	-2	0.1	1	-1	100	5	-5	0
COc1cccc(-n2c(SCC(N)=O)nnc2-c2ccco2)c1	0.1	20	1	0.0	5	-1	103	-4	-20	-1
COCC(CN1CCN(C2=NS(=O)(=O)c3ccccc32)CC1)OC(=O)c1ccc(OC)cc1 (configuration not stated)	0.6	6	2	0.1	-8	4	98	4	-4	8
Cn1c(SCc2ccccc2F)nc2ccccc2c1=O	3.3	-3	-8	0.4	-5	-11	97	-11	-8	-7
COc1ccc(C(=O)CN(Cc2ccccc2)C2=NCCS2)cc1	-1.5	4	-2	0.2	3	-3	95	4	-7	-15

Carrying on.
SMILES	MC4R barr agon	MC4R antag cAMP	N-glyco inh	aDG glyco act	HTR2A ag	Vif imaging	ABCB6 inh MLPCN	Cardio protect	CaV13 ICDI inh	PDI turbidity
O=C(/C=C/c1ccc2c(c1)OCO2)NCCS(=O)(=O)N1CCN(c2ccc(F)cc2)CC1	1.9	5	0	-0.1	-7	.	91	-8	-15	-7
CC(OC(=O)c1cc2ccccc2[nH]1)C(=O)N(C)c1ccccc1 (configuration not stated)	-0.3	6	-2	0.0	-2	-2	96	-5	-6	11
Cc1cc(=O)[nH]c(Nc2ccc(C(=O)OC(C)C)cc2)n1	0.7	-5	-2	-0.1	7	9	99	-11	-7	-15
COc1ccc(CN2C(=O)c3cccnc3C2Nc2ccc(OC)c(Cl)c2)cc1 (configuration not stated)	-1.8	1	0	-0.2	1	1	97	0	-7	11
O=C(NN1CCOCC1)c1ccc(Cl)cc1Cl	0.7	-3	0	-0.2	-2	1	98	4	-3	10
Nc1ccc2c(c1)C1(CCC2)NC(=O)NC1=O (configuration not stated)	-1.2	10	0	-0.4	1	0	106	-4	-16	-1
CN(CC(=O)N/N=C/c1ccc(F)cc1)S(=O)(=O)c1ccccc1	2.3	4	1	-0.1	2	-6	86	-3	-11	1
COc1ccc(OC)c(S(=O)(=O)N2Cc3ccccc3CC2C(=O)Nc2nccs2)c1 (configuration not stated)	-0.9	10	-5	0.4	4	-1	95	-7	-2	-1
Cc1ccc(SCc2nc(N)nc(Nc3ccccc3C)n2)c(C)c1	1.6	10	9	0.7	0	11	98	-6	-4	12
CCCn1c(CNC(=O)Cc2ccccc2)nc2ccccc21	0.6	15	0	0.0	-1	1	96	3	-4	0
NC(=O)C1(Nc2ccccc2)CCCC1	-1.1	4	0	-0.1	2	23	99	-6	-6	0
CCc1cccc(NC(=O)C2CC2c2ccccc2)c1 (configuration not stated)	0.0	4	-2	0.3	-3	2	95	-5	-2	-1
Cc1cc(C(=O)OCC(=O)Nc2ccc(F)c(F)c2)c(C)o1	0.4	-5	0	0.1	2	-3	97	-3	-5	-2
Cn1nc(-c2ccccc2)nc1-c1ccccc1	-1.2	3	3	0.0	6	-6	96	-5	-6	12
CCN1CCN(Cc2ccc(NC(=O)c3ccc(C)c(NC(=O)c4nccn4C)c3)cc2C(F)(F)F)CC1	0.1	-5	-9	1.3	-11	-5	102	-2	-7	-4
C[C@@H]1CN([C@H](C)CO)S(=O)(=O)c2ccc(C#Cc3ccccc3)cc2O[C@@H]1CN(C)C(=O)CN(C)C	-0.1	2	-1	0.4	1	2	104	-17	-2	10
CCc1ccc(NC(=O)C(C)OC(=O)C2CCC(=O)N2)cc1 (configuration not stated)	-1.3	-3	1	-0.2	-1	-3	100	5	-5	2
CN1CCCN(C(=O)c2cc3c(s2)CCCC3)CC1	3.1	-6	-3	-0.1	1	-11	97	0	.	-29
CC(=O)Nc1ccc(S(=O)(=O)Nc2cccc(-n3c(C)nc4ccccc4c3=O)c2)cc1	-2.0	-3	0	0.1	3	.	98	2	-6	-1
CCOCCOC(=O)COc1ccc2c(=O)c(Oc3ccc(OC)cc3)coc2c1	-1.0	29*	1	-0.1	5	-11	101	-1	-5	15
CCn1c(SCc2ccccc2)nnc1-c1cccs1	-0.6	5	-1	0.3	-3	3	94	-10	-4	-9
COc1ccc(-c2cn3cc(C)ccc3n2)cc1Br	0.0	-7	-11	94*	-1	.	93	-31	-5	-4
CCn1c(SCC(=O)NC2CCCc3ccccc32)nnc1-c1ccncc1 (configuration not stated)	-0.5	17	3	-0.3	4	-5	105	-1	-5	-1
CCN(CC)C(=O)CSc1nc2sc3c(c2c(=O)n1-c1ccc(C)cc1)CC(C)(C)SC3	0.1	7	2	-0.4	3	12	105	4	-3	13
CN1/C(=C\C=C(C#N)C#N)C(C)(C)c2ccccc21	3.0	-2	2	0.1	4	119*	105	2	-24	2
CC(O)C(NS(=O)(=O)c1ccc(Cl)cc1)C(=O)OCCOc1ccc(F)cc1 (configuration not stated)	2.6	11	-3	0.0	-1	-9	93	-14	-11	19
O=C(CC1C(=O)NCCN1Cc1c(F)cccc1Cl)NCCCn1cccn1 (configuration not stated)	-2.7	-6	0	0.0	2	14	100	1	5	9

Retrieved by structure from above (2):
SMILES	MC4R barr agon	MC4R antag cAMP	N-glyco inh	aDG glyco act	HTR2A ag	Vif imaging	ABCB6 inh MLPCN	Cardio protect	CaV13 ICDI inh	PDI turbidity
CN(CC(=O)N/N=C/c1ccc(F)cc1)S(=O)(=O)c1ccccc1	2.3	4	1	-0.1	2	-6	86	-3	-11	1
COc1ccc(-c2cn3cc(C)ccc3n2)cc1Br	0.0	-7	-11	94*	-1	.	93	-31	-5	-4

Of the compounds above, these have four or more nitrogen atoms:
SMILES	MC4R barr agon	MC4R antag cAMP	N-glyco inh	aDG glyco act	HTR2A ag	Vif imaging	ABCB6 inh MLPCN	Cardio protect	CaV13 ICDI inh	PDI turbidity
N#Cc1cccc(NC(=O)COC(=O)CCc2nc3ccccc3c(=O)[nH]2)c1	2.0	8	2	0.0	0	-4	102	45	3	-3
COc1cc(S(=O)(=O)NC2CCCC2)ccc1-n1cnnn1	1.0	0	1	0.0	-4	-2	101	4	-3	-1
Cc1ccc(S(=O)(=O)N2CCN(C(=O)CSc3nnc(-c4ccco4)o3)CC2)cc1	-0.4	4	-2	0.1	1	-1	100	5	-5	0
COc1cccc(-n2c(SCC(N)=O)nnc2-c2ccco2)c1	0.1	20	1	0.0	5	-1	103	-4	-20	-1
Cc1ccc(SCc2nc(N)nc(Nc3ccccc3C)n2)c(C)c1	1.6	10	9	0.7	0	11	98	-6	-4	12
CCN1CCN(Cc2ccc(NC(=O)c3ccc(C)c(NC(=O)c4nccn4C)c3)cc2C(F)(F)F)CC1	0.1	-5	-9	1.3	-11	-5	102	-2	-7	-4
CC(=O)Nc1ccc(S(=O)(=O)Nc2cccc(-n3c(C)nc4ccccc4c3=O)c2)cc1	-2.0	-3	0	0.1	3	.	98	2	-6	-1
CCn1c(SCC(=O)NC2CCCc3ccccc32)nnc1-c1ccncc1 (configuration not stated)	-0.5	17	3	-0.3	4	-5	105	-1	-5	-1
O=C(CC1C(=O)NCCN1Cc1c(F)cccc1Cl)NCCCn1cccn1 (configuration not stated)	-2.7	-6	0	0.0	2	14	100	1	5	9
